Compound activity (PubChem)
AMA1-RON2 inh: inhibitors of Plasmodium falciparum AMA1-RON2 interaction; Potency, µM (highest dose often 58.2 µM), without a hit: at the highest dose activity change, negative = inhibition, hits mostly inhibitors; 360,000 tested, 0.2% active; AlphaScreen AMA1-biotinylated RON2 peptide binding;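 note: potency is the fitted concentration of half-maximal effect; 0% = vehicle wells and -100% = peptide control; nearly all actives have a fitted effect of over 45% in size; some results filed as inactive show a strong effect at the top dose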
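AMA1 (3D7) with his tag at 25 nM final met compounds first, then biotinylated RON2 peptide at 25 nM; detection used donor plus acceptor beads, 10 µg/mL apiece, read by AlphaScreen after 30 min at room temperature.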
HCMV inh: inhibitors of human cytomegalovirus. HFF cells, HCMV-luciferase reporter, 72 h; stronger effect = lower value. activity change, negative = inhibition, % at 57.5 µM. 410,000 tested, 4.5% active. AID 1259415; in the data active = activity change below about -60%; inconclusive = no clear call, values can overlap the other calls; inactive = above about -39%
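Cell-based, HFFs, 1000 cells/well, 16 h 37C; cpds in DMSO + HCMV-luc, MOI 1 PFU/cell; 72 h 37C; OneGlo luminescence after 5 min RT; norm. to buffer vs Salinomycin 10uM.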
Giardia FBPA inh: Giardia lamblia aldolase inhibition; A8B2U2; purified Giardia FBPA; Potency, µM (top dose mostly 59.6 µM), inactives show top-dose activity, negative = inhibition, hits mostly inhibitors; 290,000 tested, 0.71% active; note: potency is the fitted concentration of half-maximal effect; nearly all actives have a fitted effect of over 55% in size
Target sequence (A8B2U2 whole entry, looked up): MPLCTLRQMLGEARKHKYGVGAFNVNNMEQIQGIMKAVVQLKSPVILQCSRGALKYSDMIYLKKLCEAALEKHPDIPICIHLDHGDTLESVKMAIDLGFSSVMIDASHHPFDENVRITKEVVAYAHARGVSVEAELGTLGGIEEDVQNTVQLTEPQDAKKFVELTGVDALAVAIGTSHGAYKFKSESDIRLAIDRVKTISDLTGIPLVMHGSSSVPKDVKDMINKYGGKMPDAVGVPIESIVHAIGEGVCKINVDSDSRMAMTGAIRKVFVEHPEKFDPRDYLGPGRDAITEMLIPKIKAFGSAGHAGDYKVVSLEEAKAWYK
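Giardia FBPA (40 nM reagent) was preincubated 10 min at RT with compound (up to 57.5 uM final), then substrate plus GAPDH/TPI/NAD/arsenate coupling system with diaphorase/resazurin was added; resorufin fluorescence (525/598 nm) was read after 20 min.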
HCV inh: HCV inhibition. Huh7.5.1 HCVcc-Cre infection, luciferase reporter, 44 h. Potency, µM (doses to about 41.8 µM), for the others: at the top dose activity change, negative = inhibition, usual class: inhibitors. 340,000 tested, 3.4% active. AID 651820; note: potency is the fitted concentration of half-maximal effect
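Cells seeded at 1,000/well and cultured 4 h, then compounds added followed by HCVcc-Cre virus (~0.5 moi). After 44 h further culture, luciferase substrate was added, plates held 15 min at room temperature, and luminescence read for 15 sec.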
Sm TGR block: inhibitors of Schistosoma mansoni thioredoxin glutathione reductase; AID 485364; Q962Y6; 360,000 tested, 3% active; Potency, µM (series often up to 114 µM), for inactives: top-dose activity change, negative = inhibition, hits mostly inhibitors; purified TGR, DTNB reduction, TNB absorbance 405 nm; note: potency is the fitted concentration of half-maximal effect; nearly all actives have a fitted effect of over 60% in size
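Kinetic colorimetric format: TGR-catalysed, NADPH-driven DTNB reduction monitored via TNB absorbance. Enzyme dispensed at 20 nM; compound exposure 15 min at room temperature before reaction start.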
AmpC inh detg: AmpC beta-lactamase inhibition with detergent present | AmpC hydrolysis of nitrocefin, absorbance 480 nm, 0.01% Triton | Potency, µM (titrated, usually from 114 µM), inactives show at the highest dose activity change, negative = inhibition, most hits filed as inhibitors | 370,000 tested, 0.041% active;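 note: potency is the fitted concentration of half-maximal effect; 0% = no-compound wells and -100% = no-enzyme wells; nearly all actives have a fitted effect of over 25% in size; some results filed as inactive show a strong effect at the top dose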
Target sequence (P00811 whole entry, looked up): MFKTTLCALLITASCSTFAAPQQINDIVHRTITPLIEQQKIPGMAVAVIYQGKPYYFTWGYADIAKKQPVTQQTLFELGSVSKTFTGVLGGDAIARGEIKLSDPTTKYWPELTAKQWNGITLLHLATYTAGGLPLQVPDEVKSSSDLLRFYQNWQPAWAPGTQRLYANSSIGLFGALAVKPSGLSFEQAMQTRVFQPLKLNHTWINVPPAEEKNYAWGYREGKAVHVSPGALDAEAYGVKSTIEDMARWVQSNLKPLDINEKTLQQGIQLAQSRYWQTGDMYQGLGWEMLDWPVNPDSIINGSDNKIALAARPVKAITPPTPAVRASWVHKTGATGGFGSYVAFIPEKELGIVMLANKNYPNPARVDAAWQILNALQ
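20 mM phosphate pH 7.0 + 0.01% (detergent screen) or 0.0001% Triton X-100; 5.3 nM AmpC reagent; cpd preinc 15 min RT; nitrocefin (800 uM stock) to start; A480 q20 s × 4 min; Activity was normalised to no-enzyme and no-compound control wells.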
An asterisk follows results filed as active; ? = inconclusive; / = no result given; & = joins results of further samples; [ ] = remark or other dose. Unless noted, calls come from the whole dose curve; as a rule, active = well fitted curve in the direction sought with a large enough effect; inconclusive = small, poorly fitted or top-dose-only effect, or another doubt; inactive = no such curve, though single readings can be large; an effect the other way counts as inactive or inconclusive. Unless noted, % is set by controls: 0 for no effect and ±100 for the full control effect. Compounds were not picked by outcome; about 9.3% have a hit in one of these screens.

SMILES | AMA1-RON2 inh | HCMV inh | Giardia FBPA inh | HCV inh | Sm TGR block | AmpC inh detg
COC(=O)c1ccc(OC)c(OC)c1Cl | -2% | 14 | 1% | 6% | 15% | 0%
COc1cccc(C(=O)NCC(c2ccc(N(C)C)cc2)N2CCCC2)c1OC (stereo not given) | / | 0 | / | / | 6% | 16%
COc1ccc(-c2cc(C(=O)Nc3ccc(C)c(C)c3)no2)cc1 | -9% | 26 | -1% | -10% | 16% | -4%
O=[N+]([O-])c1cccc(/C=N/Nc2nccnc2Cl)c1 | -17% | 22 | -25% | 5% | 9% | -3%
COc1ccccc1NC(=S)NNC(=S)Nc1ccc(OC(F)F)cc1 | -15% | 36 | 20% | ? | -4% | -9%
Cc1cc(Br)ccc1OCc1nc(-c2cccnc2)no1 | -1% | 84 | 0% | -8% | 8% | -1%
CC(=O)OCCC(NS(=O)(=O)OCC(Cl)(Cl)Cl)c1ccccc1 (stereo not given) | 21% | 20 | -11% | -9% | 0% | ?
CCN1CCN(C(c2ccc(OC)cc2)c2c(O)cc(C)n(CCOC)c2=O)CC1 (stereo not given) | / | -12 | / | / | 10µM* | 2%
CCOc1ccc(NC(=O)CN2C(=O)CSC2=O)cc1 | -1% | 48 | 3% | -2% | -3%[57.1 µM] | 5%
O=C(c1ccc2c(c1)N(Cc1cccc(Cl)c1)C(=O)c1ccccc1S2(=O)=O)N1CCN(c2ccccn2)CC1 | 0% | -84* | -2% | 14µM* | 15% | 3%
CCOC(=O)COc1ccc(/C=C/[N+](=O)[O-])c(OCC(=O)OCC)c1 | -5% | -105* | -1% | ? | 17% | -8%
CN(C(=O)c1cccnc1)c1nnc(-c2ccccn2)s1 | -25% | 23 | 0% | 1% | 0% | 7%
CCC1CCCCN1CCCNC(=O)CN1C(=O)CSc2ccc(S(=O)(=O)N3CCOCC3)cc21 (stereo not given) | -8% | ? | 3% | -7% | 0%&-3% | ?
COc1cc(C)c(CN2CCN(CC(=O)Nc3ccccc3C(=O)NC3CC3)CC2)cc1OC | 3% | -26 | / | 1% | -18% | -1%
Cc1c(N=C(N)/N=C(\N)Nc2ccc(Br)cc2)c(=O)n(-c2ccccc2)n1C | 16% | -33 | 1% | ? | -8% | ?
O=C(CSc1n[nH]c(=O)n1Cc1ccccc1)Nc1ccc(N2CCOCC2)cc1 | -2% | ? | / | ? | 3% | -15%
COc1ccccc1OCc1ccc(C(=O)N/N=C/c2ccco2)cc1 | 23% | ? | 4% | 9% | -8% | 0%
CCOc1ccc(CN2C(=O)CC(=O)N(S(=O)(=O)c3ccc(OCC)cc3)C2=O)cc1 | 9% | -25 | 3% | 1% | -11% | -2%
Cc1ccc(-c2noc(CN3CCOCC3)n2)cc1 | -6% | 84 | / | -14% | 9% | 2%
O=C(c1nsnc1-c1ccccc1O)N1CCCCC1 | -1% | -29 | 2% | 13% | 10% | -7%
Oc1[nH]c2ccccc2c1/C=N/N1CCCCC1 | 7% | 35 | -10% | 20% | -6% | 1%
CCOc1cccc(CN2CCC(n3nccc3NC(=O)c3ccc4c(c3)OCO4)CC2)c1 | -15% | 3 | / | -29% | 5% | 4%
Cc1ccccc1CCNC(=O)C1CC(O)CN1C(=O)Nc1ccccc1 (stereo not given) | -5% | 8 | -3% | -1% | -20% | ?
Cc1[nH]c2ccccc2c1/C=C(\C#N)C(=O)NC1CC1 | -1% | 31 | -3% | ? | -3% | ?
CCCC(=O)OCCNc1cc(Sc2nccn2C)c2nonc2c1[N+](=O)[O-] | 9% | 53 | -11% | ? | 0.4µM* | ?

Next records follow.
SMILES | AMA1-RON2 inh | HCMV inh | Giardia FBPA inh | HCV inh | Sm TGR block | AmpC inh detg
FC(F)(F)c1cccc(CNC2c3ccccc3-c3ccccc32)c1 | -2% | -6 | ? | 26% | -23% | -5%
O=C(Nc1ccccc1N1CCOCC1)C1Cc2ccccc2CN1C(=O)c1ccco1 (stereo not given) | -11% | 11 | -3% | 11% | ? | 1%
O=C(O)c1ccc(N=NN2CCCC2)cc1 | -1% | -9 | 6% | 4% | 2% | 2%
Cc1ccccc1Cn1c(CN2CCCC(C)C2)nc2c1c(=O)n(C)c(=O)n2C (stereo not given) | / | 10 | / | / | 7% | 3%
CN=c1scc(-c2ccc(Br)cc2)n1C | -3% | -6 | 1% | -24% | 4% | -1%
CCSCc1nnc(SCC(=O)Nc2nc3ccccc3s2)n1C | 0% | 3 | 3% | 1% | 0% | ?
C[C@]12CCC3C(CC[C@H]4C[C@@H](O)CC[C@]34C)C1[C@H]1CN=N[C@H]1[C@@H]2O (stereo not given in full) | 5% | -8 | / | 7% | / | /
COc1ccc(Nc2c(-c3ccc(OC)cc3)nc3cnccn23)cc1 | -8% | -20 | 2% | -18% | 0% | 8%
c1ccc(CN2CCN(Cc3nnc(-c4ccccc4)o3)CC2)cc1 | 6% | 78 | 4% | 19% | 0% | -7%
CCOC(=O)c1sc(N)c(C#N)c1COC(=O)CNC(=O)c1ccccc1 | 1% | 26 | 1% | -16% | 0% | -14%
CC(Cn1cnc2ccccc21)C(=O)O (stereo not given) | -11% | -7 | -5% | -2% | -1% | ?
Cc1ccc(C)c(NC(=O)C(Sc2nnc(-c3cccs3)o2)c2ccccc2)c1 (stereo not given) | 45%[activator] | -17 | -10% | 15% | 5% | 2%
CCn1cc(/C=C(\NC(=O)c2ccc(OC)c(OC)c2)C(=O)NCCCn2ccnc2)c2ccccc21 | / | 0 | / | / | -5% | 21%
COC(=O)c1cn(NC(=O)c2ccc([N+](=O)[O-])cc2Cl)c(=O)c2ccccc12 | -7% | -37 | 4% | -2% | -5% | 2%
Cc1ccc(-n2c(SCC(=O)N3CCN(c4ccccn4)CC3)nnc2N2CCCC2)cc1 | 7% | ? | / | 11% | -2% | 5%
O=c1[nH]c(=S)[nH]c(O)c1CN1CCCCC1 | -11% | 41 | -23% | 36%[activator] | ? | ?
COc1cccc(Oc2ccc(C(F)(F)F)cc2NC(=O)C2=COCCO2)c1 | 10% | -28 | / | -27% | 21% | 2%
CCOC(=O)c1c(NC(=O)Cn2ccsc2=N)sc(C)c1C | 0% | ? | 0% | ? | 0% | -1%
CCCS(=O)(=O)c1c(S(=O)(=O)CCC)c2c(C)cccn2c1C(=O)N/N=C/c1cc(O)cc(O)c1 | 71%[activator] | 0 | 16% | ? | 10% | -4%
Nc1c(C(=O)Nc2ccccc2F)sc2nc(-c3cccnc3)ccc12 | 20% | ? | 4% | ? | -10% | 1%
COc1cccc2c1OCC(C(=O)O)C2 (stereo not given) | -5% | -2 | 0% | -4% | 0% | 8%
Cc1oc2ncn(C)c(=O)c2c1C(=O)Nc1ccccn1 | / | -9 | / | / | 3% | 8%
Cc1ccc(/C=C/C(=O)O)cc1S(=O)(=O)N1CCC(Cc2ccccc2)CC1 | 10% | -32 | ? | 12% | 25µM* | -2%
N#C/C(C(=O)Nc1ccc(Cl)cc1)=C(/S)Nc1ccccc1 | 17% | -32 | -15% | ? | -18% | 40µM*
COc1nc(Nc2ccccc2)nc(OC)n1 | -5% | 50 | / | 21% | / | /

3 entries picked at random from those above:
SMILES | AMA1-RON2 inh | HCMV inh | Giardia FBPA inh | HCV inh | Sm TGR block | AmpC inh detg
Cc1ccc(C)c(NC(=O)C(Sc2nnc(-c3cccs3)o2)c2ccccc2)c1 (stereo not given) | 45%[activator] | -17 | -10% | 15% | 5% | 2%
COC(=O)c1cn(NC(=O)c2ccc([N+](=O)[O-])cc2Cl)c(=O)c2ccccc12 | -7% | -37 | 4% | -2% | -5% | 2%
CCOC(=O)COc1ccc(/C=C/[N+](=O)[O-])c(OCC(=O)OCC)c1 | -5% | -105* | -1% | ? | 17% | -8%

The listing continues:
SMILES | AMA1-RON2 inh | HCMV inh | Giardia FBPA inh | HCV inh | Sm TGR block | AmpC inh detg
CC(=O)c1cc(C#N)c(SCC(=O)OC(C)(C)C)nc1C | -3% | -12 | 2% | 3% | -2% | -14%
O=C(Nc1cccc(C(F)(F)F)c1)n1cc(-c2ccccn2)c(N2CCOCC2)n1 | 1% | -64* | -4% | 9% | 9% | 9%
CC[C@@H](C(=O)n1nc(C)cc1C)[C@H](NS(=O)(=O)c1ccc(C)cc1)c1ccccc1 | 4% | -10 | -4% | -8% | -14% | -4%
CC(C)N(CCNC(=O)C1CCN(S(=O)(=O)N2CCOCC2)CC1)Cc1ccccc1 | -3% | -4 | 0% | 21% | 6% | -12%
Cc1ccc(NC(=O)Cn2cc(S(=O)(=O)NC(C)C)c(S(=O)(=O)NC(C)C)c2)cc1Cl | / | -3 | / | / | 1% | -2%
CC(=O)Cn1ncc(N2CCCCC2)c(Cl)c1=O | -4% | 11 | -2% | 4% | / | 7%
CCC(=O)c1ccc(OC(=O)/C=C/c2cc(OC)c(OC)c(OC)c2)cc1 | -6% | 0 | -3% | -7% | -20% | 2%
COCc1c(C(=O)NCc2ccccc2CN2CCCC2)oc2ccccc12 | 0% | -17 | / | -24% | 4% | 0%
CCC(C)(C)C(=O)Nc1ccc(OC)cc1[N+](=O)[O-] | 3% | ? | 1% | -1% | -14% | -8%
O=C(COc1ccccc1)NCC(=O)N/N=C/C=C/c1ccccc1 | 2% | -26 | -1% | 14% | 6% | -7%
CCOc1ccc(CN2CCN(C/C=C/c3ccc(OC)cc3)CC2CCO)cc1 (stereo not given) | 1% | -18 | 3% | ? | 27% | -5%
Cc1ccc(C2C=C(c3ccccc3OC(F)F)Nc3ncnn32)cc1 (stereo not given) | 21% | -20 | 0% | -10% | ? | 2%
Cc1ccccc1C(=O)N1CCN=C1SCc1ccc([N+](=O)[O-])cc1 | ? | ? | -8% | ? | 1% | ?
CCC(C)NC(=O)COc1ccc(OCc2ccccc2)cc1 (stereo not given) | -6% | -25 | 9% | -12% | -5% | ?
Cc1ccc(N2C(=O)CC(n3nc(C)cc3C)C2=O)cc1 (stereo not given) | -17% | -18 | 2% | 2% | 1% | -11%
Cc1cc(NCCN2CCOCC2)n2nc(C)c(-c3ccccc3)c2n1 | 3% | 4 | 0% | ? | -10% | 0%
CCN(CC(=O)Nc1ccc(NC(C)=O)cc1)C(=O)CSc1ncnc2sc(C)c(C)c12 | -5% | -35 | / | -17% | -29% | 0%
O=C(Cc1cccc(NC(=O)C2CCCN(C(=O)C3CC3)C2)c1)Nc1ccc(C(=O)N2CCOCC2)cc1 (stereo not given) | -1% | 37 | / | -7%[8.37 µM] | / | /
COc1cccc(/C=C/c2ccccn2)c1O | -13% | 84 | -12% | -23% | 4% | -2%
O=S(=O)(NC(=S)NC1CCCCC1)c1ccccc1 | 51%[activator] | -22 | ? | 5% | ? | -2%
COCC(COCCCNC(=O)Nc1ccc(Br)cc1)OC (stereo not given) | 1% | 17 | 0% | 2% | 7% | -3%

Of the compounds above, 4 have a COOH group:
SMILES | AMA1-RON2 inh | HCMV inh | Giardia FBPA inh | HCV inh | Sm TGR block | AmpC inh detg
O=C(O)c1ccc(N=NN2CCCC2)cc1 | -1% | -9 | 6% | 4% | 2% | 2%
CC(Cn1cnc2ccccc21)C(=O)O (stereo not given) | -11% | -7 | -5% | -2% | -1% | ?
COc1cccc2c1OCC(C(=O)O)C2 (stereo not given) | -5% | -2 | 0% | -4% | 0% | 8%
Cc1ccc(/C=C/C(=O)O)cc1S(=O)(=O)N1CCC(Cc2ccccc2)CC1 | 10% | -32 | ? | 12% | 25µM* | -2%
